NR1D1 modulator – modulates human Rev-erb alpha binding to DNA; P20393; Rev-erbα–FITC-DNA binding, fluorescence polarization, 90 min; activity, % at 10 µM; 370,000 tested, 0.79% active; AID 1259318;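 active = activity above about 14%, limit read from the data; passing the limit was not always enough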;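 also: 0% = DMSO wells with 35 nM protein and 100% = DMSO wells with 750 nM protein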
ARFGAP1 inh – inhibitors of rat ARFGAP1; inhibition, % at 16.5 µM; Arfgap1-stimulated ARF1 GTP hydrolysis, GDP FP detection; AID 651572; 360,000 tested, 0.26% active; Q62848;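 active = inhibition above a per-plate limit, mean inhibition of low control wells plus 3 SD, cut at about 25% in these data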;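 also: 0% = DMSO wells with enzyme and 100% = wells lacking Arfgap1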
Target sequence (Q62848 1-136 limits assumed): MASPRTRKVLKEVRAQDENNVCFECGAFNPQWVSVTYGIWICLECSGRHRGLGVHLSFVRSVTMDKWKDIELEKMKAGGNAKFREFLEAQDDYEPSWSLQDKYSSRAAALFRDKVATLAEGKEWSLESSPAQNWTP
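Material – truncated rat Arfgap1 GAP domain · Buffer or medium – HEPES-based buffer, pH 7.5 · Reagent – human ARF1(Δ1-17)-GTP substrate · Dosing – 16.5 µM single point, 1.26% DMSO · Schedule – GTP hydrolysis reaction 2 h at 25 °C · Technique – GDP detection by fluorescence polarization · Benchmarks – No-Arfgap1 wells (100%) versus DMSO full-reaction wells (0%) · Repeats – single replicate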
PLC-beta3 inh – blocks human PLC-beta3 enzyme activity; inhibition, % at 12.2 µM; Purified PLC-beta3, fluorogenic substrate, fluorescence; 370,000 tested, 0.18% active; in the data active = inhibition above about 11%;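 also: 0% = median of compound wells on plate and 100% = full blocker control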
Tn6 DDE FP – disrupts Tn6 cyclic peptide binding to fibrin D-Dimer-E complex. Fibrin DD(E) TRITC-Tn6 fluorescence polarization displacement. inhibition, % at 8.3 µM. 370,000 tested, 0.21% active. AID 720509;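 active = inhibition above a per-campaign cutoff: mean of compounds within control limits plus 3 SD, cut at about 15% in these data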;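 also: 0% = median of all compound wells on the plate and 100% = blocking peptide control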
Target sequence (P02675 whole entry, looked up): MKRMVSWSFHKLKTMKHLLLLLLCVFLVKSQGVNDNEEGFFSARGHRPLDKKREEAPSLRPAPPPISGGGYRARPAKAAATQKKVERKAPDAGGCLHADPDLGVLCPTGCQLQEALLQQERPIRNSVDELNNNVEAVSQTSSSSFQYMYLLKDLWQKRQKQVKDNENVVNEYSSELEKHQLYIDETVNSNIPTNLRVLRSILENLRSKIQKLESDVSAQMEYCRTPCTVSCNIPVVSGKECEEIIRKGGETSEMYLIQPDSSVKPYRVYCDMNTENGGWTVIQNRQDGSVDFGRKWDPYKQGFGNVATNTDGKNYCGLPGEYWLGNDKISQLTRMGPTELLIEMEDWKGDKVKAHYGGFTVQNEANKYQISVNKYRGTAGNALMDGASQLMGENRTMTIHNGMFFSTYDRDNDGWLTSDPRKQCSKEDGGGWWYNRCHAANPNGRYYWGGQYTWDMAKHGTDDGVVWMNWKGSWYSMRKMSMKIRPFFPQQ
proKLK7 act – proKLK7 (human) activation, primary screen | P49862 | purified proKLK7, EDANS-DABCYL substrate fluorescence; 100% is mature enzyme control, 0% vehicle | activation, % at 7 µM | 370,000 tested, 0.9% active | AID 652039;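 active = activation above the mean of all tested compounds plus 3 SD, computed per campaign excluding outliers beyond control limits, cut at about 13% in these data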
ASAP1 inh – blocks human ASAP1-stimulated Arf1 GTP hydrolysis; Q9ULH1; GDP FP detection; inhibition, % at 16.5 µM; 360,000 tested, 0.19% active; AID 624377; in the data active = inhibition above about 25%;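 also: 0% = vehicle with enzyme and substrate and 100% = no enzyme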
Target sequence (Q9ULH1 325-724 limits assumed): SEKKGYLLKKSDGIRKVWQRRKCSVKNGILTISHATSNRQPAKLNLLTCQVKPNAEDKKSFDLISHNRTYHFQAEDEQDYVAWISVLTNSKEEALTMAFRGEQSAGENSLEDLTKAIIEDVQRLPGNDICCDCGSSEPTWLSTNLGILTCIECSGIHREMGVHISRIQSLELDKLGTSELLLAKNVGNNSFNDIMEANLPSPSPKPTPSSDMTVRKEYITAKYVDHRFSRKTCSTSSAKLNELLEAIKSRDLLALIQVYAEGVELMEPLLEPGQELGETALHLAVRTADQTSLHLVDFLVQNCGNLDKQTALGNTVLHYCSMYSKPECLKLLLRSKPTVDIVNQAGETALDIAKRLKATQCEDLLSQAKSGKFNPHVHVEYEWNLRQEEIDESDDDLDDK
PLC-gamma1 inh – blocks human PLC-gamma1 enzyme activity; P19174; purified PLC-gamma1, fluorogenic substrate, fluorescence; inhibition, % at 12.2 µM; 370,000 tested, 0.84% active; AID 720700; in the data active = inhibition above about 9.5%
HGIII-sPLA2 inh – Blocks human group III sPLA2 activity; Q9NZ20; QFRET BODIPY PC-A2 liposome hydrolysis, fluorescence; inhibition, % at 12.2 µM; 370,000 tested, 0.56% active;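 active = inhibition above mean plus 3 SD of compounds lying within the high and low control bounds, cut at about 19% in these data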;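 also: 0% = median of test compound wells and 100% = no enzyme DMSO wells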
Tn7 DDE FP – DD(E)-Tn7 binding inhibition, primary FP screen; P02675; FP displacement of FITC-Tn7 peptide from fibrin DD(E); 0% = median of compound wells per plate; inhibition, % at 8.3 µM; 370,000 tested, 0.13% active; AID 720508;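 active = inhibition above the mean of compounds falling within the control limits plus 3 SD of them, cut at about 14% in these data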;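 also: 0% = plate median of compound wells and 100% = 10 µM Aha-Tn7 peptide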
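assay system = human clot-derived fibrin DD(E) complex | quantity = Fibrin-DD(E) at 2 µM final | timing = 10 min preincubation, 3 h with tracer, room temperature | signal = fluorescence polarization | measure = percent inhibition | benchmarks = high control wells with 10 µM unlabelled Aha-Tn7 peptide (full inhibition) | replicates = singlicate testing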
UHRF1 binding – human UHRF1 methylated DNA binding inhibitors; inhibition, % at 4.4 µM; 370,000 tested, 0.75% active; AID 687016; Q96T88; UHRF1 binding to methylated oligo, TR-FRET; in the data active = inhibition above about 21%;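 also: UHRF1 SRA domain binding a hemimethylated CpG hairpin DNA probe; 0% = median of test compound wells and 100% = reference inhibitor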
Numbers without * were called inactive.

What do the screens show for `CCCCCCCCS(=O)c1sc2nc3c(cc2c1N)CCCC3` (stereo unspecified)?
NR1D1 modulator: 1; ARFGAP1 inh: 5; PLC-beta3 inh: -16; Tn6 DDE FP: -4; proKLK7 act: -0.1; ASAP1 inh: -1; PLC-gamma1 inh: -12; HGIII-sPLA2 inh: 2; Tn7 DDE FP: -5; UHRF1 binding: 3

What do the screens show for `Cc1ccc(S(=O)(=O)NCc2ccc3c(c2)OCO3)cc1C`?
NR1D1 modulator: 2; ARFGAP1 inh: -3; PLC-beta3 inh: -3; Tn6 DDE FP: 2; proKLK7 act: 0.2; ASAP1 inh: 1; PLC-gamma1 inh: 0; HGIII-sPLA2 inh: -8; Tn7 DDE FP: 0; UHRF1 binding: -2

Results for COc1ccc(NC(=S)NNC(=O)c2ccco2)c(OC)c1 ?
NR1D1 modulator: -3; ARFGAP1 inh: 0; PLC-beta3 inh: 0; Tn6 DDE FP: 1; proKLK7 act: 0.2; ASAP1 inh: 0; PLC-gamma1 inh: 3; HGIII-sPLA2 inh: 12; Tn7 DDE FP: -7; UHRF1 binding: 2

Results for CC1CC(C)CN(CC(C)(C)NS(=O)(=O)c2ccccc2)C1 (stereo unspecified) ?
NR1D1 modulator: 0; ARFGAP1 inh: 2; PLC-beta3 inh: 5; Tn6 DDE FP: 3; proKLK7 act: 0.7; ASAP1 inh: 6; PLC-gamma1 inh: 4; HGIII-sPLA2 inh: 8; Tn7 DDE FP: -3; UHRF1 binding: -1

What do the screens show for `COc1ccc(CNS(=O)(=O)CC2NCCc3ccccc32)cc1` (stereo unspecified)?
NR1D1 modulator: -3; PLC-beta3 inh: 4; Tn6 DDE FP: -4; proKLK7 act: -0.4; PLC-gamma1 inh: 3; HGIII-sPLA2 inh: 0; Tn7 DDE FP: -4; UHRF1 binding: 2

Results for CCN1CCN(CCCNc2ncnc3nc[nH]c23)CC1 ?
NR1D1 modulator: 6; ARFGAP1 inh: -1; PLC-beta3 inh: 0; Tn6 DDE FP: 7; proKLK7 act: 0.2; ASAP1 inh: -14; PLC-gamma1 inh: -2; HGIII-sPLA2 inh: -1; Tn7 DDE FP: -2; UHRF1 binding: 1

How did CCc1ccc(NC(=S)N2CCCC2)cc1 do in these assays?
NR1D1 modulator: -4; ARFGAP1 inh: 1; PLC-beta3 inh: -8; Tn6 DDE FP: -5; proKLK7 act: 0.2; ASAP1 inh: 5; PLC-gamma1 inh: 0; HGIII-sPLA2 inh: 8; Tn7 DDE FP: 2; UHRF1 binding: 5

How did CC(C)c1ccc(NC2CCCN(C(=O)c3ccncc3)C2)cc1 (stereo unspecified) do in these assays?
NR1D1 modulator: 0; ARFGAP1 inh: 3; PLC-beta3 inh: -13; Tn6 DDE FP: 2; proKLK7 act: 0.3; ASAP1 inh: 3; PLC-gamma1 inh: 2; HGIII-sPLA2 inh: 10; Tn7 DDE FP: 8; UHRF1 binding: 2

How did C[C@@H]1CN([C@H](C)CO)C(=O)CCCn2cc(nn2)CO[C@H]1CN(C)C(=O)Nc1ccc(C(C)(C)C)cc1 do in these assays?
NR1D1 modulator: -4; ARFGAP1 inh: -1; PLC-beta3 inh: 0; Tn6 DDE FP: 5; proKLK7 act: 0.2; ASAP1 inh: 7; PLC-gamma1 inh: -1; HGIII-sPLA2 inh: 5; Tn7 DDE FP: -4; UHRF1 binding: 1

How did CC(C)(C)c1ccc(C(=O)N2CCC2(C)C(=O)NCc2cccs2)cc1 (stereo unspecified) do in these assays?
NR1D1 modulator: -4; ARFGAP1 inh: 8; PLC-beta3 inh: -7; Tn6 DDE FP: 5; proKLK7 act: -0.7; ASAP1 inh: -9; PLC-gamma1 inh: -1; HGIII-sPLA2 inh: 4; Tn7 DDE FP: 3; UHRF1 binding: -2

Results for CCCc1cc(=O)oc2cc(OCC(=O)N3CCOCC3)c(Cl)cc12 ?
NR1D1 modulator: -1; ARFGAP1 inh: -7; PLC-beta3 inh: -9; Tn6 DDE FP: 6; proKLK7 act: -0.1; ASAP1 inh: -5; PLC-gamma1 inh: -1; HGIII-sPLA2 inh: 4; Tn7 DDE FP: 4; UHRF1 binding: 1

What do the screens show for `Cc1ccc(NC(=O)c2c(C)nc3sc(C(=O)NC4CCCC4)c(N)c3c2-c2ccco2)c(C)c1`?
NR1D1 modulator: -2; ARFGAP1 inh: -7; PLC-beta3 inh: -7; Tn6 DDE FP: 4; proKLK7 act: 0.5; ASAP1 inh: -10; PLC-gamma1 inh: -6; HGIII-sPLA2 inh: -40; Tn7 DDE FP: -6; UHRF1 binding: 1

Results for C/C(=N\OCC(=O)Nc1ccccc1C(=O)O)c1cccs1 ?
NR1D1 modulator: 1; ARFGAP1 inh: 1; PLC-beta3 inh: -6; Tn6 DDE FP: 1; proKLK7 act: -0.3; ASAP1 inh: 5; PLC-gamma1 inh: 0; HGIII-sPLA2 inh: -6; Tn7 DDE FP: 1; UHRF1 binding: 2

How did CC1CCCC(C)N1C(=O)CSc1nc(N)c(-c2ccccc2)c(=O)[nH]1 (stereo unspecified) do in these assays?
NR1D1 modulator: -7; ARFGAP1 inh: 2; PLC-beta3 inh: 0; Tn6 DDE FP: -10; proKLK7 act: 0.5; ASAP1 inh: -5; PLC-gamma1 inh: -3; HGIII-sPLA2 inh: 8; Tn7 DDE FP: 2; UHRF1 binding: 0

How did O=C(Cn1ncc(Cl)c(Cl)c1=O)NCC1CCCCC1 do in these assays?
NR1D1 modulator: -6; ARFGAP1 inh: -1; PLC-beta3 inh: 1; Tn6 DDE FP: -10; proKLK7 act: -0.4; ASAP1 inh: 6; PLC-gamma1 inh: 5; HGIII-sPLA2 inh: -5; Tn7 DDE FP: 1; UHRF1 binding: -2

Results for COc1ccc2occ(C(=O)c3ccc(N)cc3)c2c1 ?
NR1D1 modulator: 2; ARFGAP1 inh: 9; PLC-beta3 inh: -26; Tn6 DDE FP: 4; proKLK7 act: -0.5; ASAP1 inh: 2; PLC-gamma1 inh: -16; HGIII-sPLA2 inh: 8; Tn7 DDE FP: -9; UHRF1 binding: 2

Results for CCS(=O)(=O)c1nc(S(=O)(=O)c2ccc(Cl)cc2)c(NCc2ccco2)s1 ?
NR1D1 modulator: -3; ARFGAP1 inh: 0; PLC-beta3 inh: 4; Tn6 DDE FP: 7; proKLK7 act: -0.2; ASAP1 inh: -7; PLC-gamma1 inh: -1; HGIII-sPLA2 inh: 7; Tn7 DDE FP: 5; UHRF1 binding: 3

Results for CCn1ccnc1CN(C)Cc1c(C(=O)N2CCCCCCC2)nc2ccc(Cl)cn12 ?
NR1D1 modulator: -7; ARFGAP1 inh: 3; PLC-beta3 inh: -6; Tn6 DDE FP: 4; proKLK7 act: 0.9; ASAP1 inh: -7; PLC-gamma1 inh: -2; HGIII-sPLA2 inh: -1; Tn7 DDE FP: 7; UHRF1 binding: 0

Results for CC(=O)c1cn(CC(=O)Nc2cccc(C)c2C)c2ccccc12 ?
NR1D1 modulator: -1; ARFGAP1 inh: -3; PLC-beta3 inh: -2; Tn6 DDE FP: -12; proKLK7 act: 0.3; ASAP1 inh: -7; PLC-gamma1 inh: 1; HGIII-sPLA2 inh: -3; Tn7 DDE FP: 2; UHRF1 binding: 18

How did O=C(CCSc1ccccc1Cl)NNC(=O)c1ccncc1 do in these assays?
NR1D1 modulator: 0; ARFGAP1 inh: -7; PLC-beta3 inh: -7; Tn6 DDE FP: -1; proKLK7 act: 0.2; ASAP1 inh: -3; PLC-gamma1 inh: -2; HGIII-sPLA2 inh: 1; Tn7 DDE FP: 5; UHRF1 binding: 1

Random excerpt: two entries already listed
Results for CCS(=O)(=O)c1nc(S(=O)(=O)c2ccc(Cl)cc2)c(NCc2ccco2)s1 ?
NR1D1 modulator: -3; ARFGAP1 inh: 0; PLC-beta3 inh: 4; Tn6 DDE FP: 7; proKLK7 act: -0.2; ASAP1 inh: -7; PLC-gamma1 inh: -1; HGIII-sPLA2 inh: 7; Tn7 DDE FP: 5; UHRF1 binding: 3

Results for CCN1CCN(CCCNc2ncnc3nc[nH]c23)CC1 ?
NR1D1 modulator: 6; ARFGAP1 inh: -1; PLC-beta3 inh: 0; Tn6 DDE FP: 7; proKLK7 act: 0.2; ASAP1 inh: -14; PLC-gamma1 inh: -2; HGIII-sPLA2 inh: -1; Tn7 DDE FP: -2; UHRF1 binding: 1

(cont.)
Results for c1ccc(CC2CCN(Cc3ccccn3)CC2)cc1 ?
NR1D1 modulator: 0; ARFGAP1 inh: 1; PLC-beta3 inh: 3; Tn6 DDE FP: 7; proKLK7 act: -0.1; ASAP1 inh: 16; PLC-gamma1 inh: 2; HGIII-sPLA2 inh: 5; Tn7 DDE FP: -2; UHRF1 binding: 1

Results for Cn1c(SCc2nc3ccccc3[nH]2)nnc1-c1cccs1 ?
NR1D1 modulator: -1; ARFGAP1 inh: 9; PLC-beta3 inh: -14; Tn6 DDE FP: 3; proKLK7 act: -0.3; ASAP1 inh: 8; PLC-gamma1 inh: -10; HGIII-sPLA2 inh: 1; Tn7 DDE FP: -11; UHRF1 binding: 0

How did CCOC(=O)c1c(C)[nH]c(C)c1S(=O)(=O)N(C)Cc1ccco1 do in these assays?
NR1D1 modulator: 2; ARFGAP1 inh: -15; PLC-beta3 inh: -3; Tn6 DDE FP: 2; proKLK7 act: 0.4; ASAP1 inh: 12; PLC-gamma1 inh: 11*; HGIII-sPLA2 inh: -2; Tn7 DDE FP: -8; UHRF1 binding: -2

How did C1CCC2(CC1)OCC1(CO2)COC2(CCCCC2)OC1 do in these assays?
NR1D1 modulator: 1; ARFGAP1 inh: -3; PLC-beta3 inh: 2; Tn6 DDE FP: 1; proKLK7 act: -0.3; ASAP1 inh: -8; PLC-gamma1 inh: -1; HGIII-sPLA2 inh: 1; Tn7 DDE FP: 1; UHRF1 binding: 1

What do the screens show for `COc1cccc(NC(=O)C2CCN(C(=O)[C@@H]3Cc4ccccc4CN3)CC2)c1`?
NR1D1 modulator: 0; ARFGAP1 inh: -4; PLC-beta3 inh: -7; Tn6 DDE FP: -2; proKLK7 act: -0.3; ASAP1 inh: -1; PLC-gamma1 inh: 2; HGIII-sPLA2 inh: 2; Tn7 DDE FP: -4; UHRF1 binding: -2

What do the screens show for `Clc1cccc(Oc2ncc(CN3CCOCC3)s2)c1`?
NR1D1 modulator: 3; ARFGAP1 inh: -3; PLC-beta3 inh: 3; Tn6 DDE FP: -3; proKLK7 act: 0.0; ASAP1 inh: 9; PLC-gamma1 inh: 3; HGIII-sPLA2 inh: 1; Tn7 DDE FP: -7; UHRF1 binding: 0

How did COc1ccc(N=C2CC(C)(C)CC(=O)/C2=C(/O)c2ccccc2)cc1 do in these assays?
NR1D1 modulator: 6; ARFGAP1 inh: -4; PLC-beta3 inh: 2; Tn6 DDE FP: -1; proKLK7 act: -0.7; ASAP1 inh: -6; PLC-gamma1 inh: 1; HGIII-sPLA2 inh: -4; Tn7 DDE FP: 0; UHRF1 binding: -4
